# Screening results: PubChem, several laboratories
# Furin inhibitor: human furin inhibitors, primary screen, biochemical, fluorescence intensity | P09958 | purified furin, fluorogenic substrate cleavage | inhibition, % at 30 µM | 220,000 tested, 0.061% active; in the data active = inhibition above about 25%; also: inactives centre near -15
# Rad51 HR inh: human RAD51 strand exchange inhibitors, primary screen, biochemical, fluorescence; 200,000 tested, 0.085% active; hRad51 DNA strand exchange, fluorescence dequenching; DNA repair protein RAD51 homolog 1 (Homo sapiens), Q06609; inhibition, % at 10 µM;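 active = inhibition above 40% at the single screening dose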;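 also: 0% = DMSO control wells and 100% = blanks with heterologous ssDNA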
#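 Assay system: Human Rad51 nucleoprotein filaments preassembled on unlabelled ssDNA | Reagent: Donor/quencher-labelled 47-bp dsDNA substrate | Doses: One concentration, 10 µM final | Times: 37 °C 15-min filament assembly, 30-min compound preincubation, 15-min exchange | Technique: Fluorescein emission 520 nm, excitation 485 nm | Benchmarks: Plate control and blank wells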
# PERK inhibitor: block of dimerizer-induced PERK translation repression, primary screen, PERK inhibitor project, CHO PERK-DD cells, SEAP luminescence, HTS. 220,000 tested, 0.17% active. CHO PERK-DD fusion, SEAP luminescence translation reporter. inhibition, % at 5.6 µM. Eukaryotic translation initiation factor 2-alpha kinase 3 (Homo sapiens), Q9NZJ5;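 active = inhibition above the mean inhibition of all tested compounds plus 3 SD, set separately per screening campaign, cut at about 2.9% in these data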;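 also: PERK kinase domain activated by AP20187 dimerizer at 100 nM; 0% = DMSO with dimerizer and 100% = rapamycin at 8.4 µM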
# FXIa inh: human FXIa protease inhibitors, primary screen, biochemical, 1536-well. purified FXIa, Boc-Glu-Ala-Arg-AMC fluorogenic substrate. inhibition, % at 5 µM. 220,000 tested, 0.14% active;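 active = inhibition of at least 40%; inactive = inhibition below 40%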;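 also: fluorescence of freed AMC excited at 355 nm; 0% = enzyme without compound and 100% = no enzyme blank; many of its hits are not listed in these tables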
# hK5 inh: human KLK5 protease inhibitors, primary screen, biochemical, 1536-well. Kallikrein-5 (Homo sapiens), Q9Y337. recombinant hK5, fluorogenic AMC substrate cleavage. inhibition, % at 5 µM. AID 873, 2007. 210,000 tested, 0.59% active;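 active = inhibition of 40% or more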;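 also: 0% = enzyme controls without compound and 100% = no-enzyme blanks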
# Target sequence (Q9Y337 67-293 limits assumed): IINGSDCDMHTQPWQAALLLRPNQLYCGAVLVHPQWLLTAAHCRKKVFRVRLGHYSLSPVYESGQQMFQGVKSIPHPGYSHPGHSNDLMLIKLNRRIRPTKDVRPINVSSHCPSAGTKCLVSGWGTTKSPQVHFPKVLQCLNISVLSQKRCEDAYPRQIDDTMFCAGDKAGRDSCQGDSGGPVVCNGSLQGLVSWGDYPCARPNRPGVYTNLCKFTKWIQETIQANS
# Thrombin inh: human alpha-thrombin inhibitors, primary screen, counter-screen for coagulation protease inhibitor project, biochemical, 1536-well, fluorogenic AMC substrate; inhibition, % at 5 µM; AID 1046, 2008; 220,000 tested, 0.26% active; Prothrombin (Homo sapiens), P00734; Boc-VPR-AMC fluorogenic substrate cleavage;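 active = inhibition at or above 40%; inactive = inhibition below 40%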;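 also: 0% = enzyme with no compound and 100% = wells without enzyme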
#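 Material: human alpha-thrombin enzyme / Medium: pH 7.5 Tris (50 mM) with NaCl 150 mM, Tween 20 0.05% / Compound: single-point dosing at 5 µM, 0.2% DMSO / Incubation: enzyme reaction carried out at room temperature / Detection: AMC fluorescence, 355/460 nm / Read-out basis: percent inhibition scaled between no-compound controls and no-enzyme blanks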
# FXIIa inh 1536: human FXIIa protease inhibitors, primary screen, biochemical, 1536-well | purified FXIIa, Boc-QGR-AMC fluorogenic substrate, 2 h | inhibition, % at 5 µM | 220,000 tested, 0.3% active | AID 800, 2007; in the data active = inhibition above about 40%;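 also: 0% = enzyme with no compound and 100% = blank without enzyme; many of its hits are not listed in these tables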
# Target sequence (P00748 20-372 limits assumed): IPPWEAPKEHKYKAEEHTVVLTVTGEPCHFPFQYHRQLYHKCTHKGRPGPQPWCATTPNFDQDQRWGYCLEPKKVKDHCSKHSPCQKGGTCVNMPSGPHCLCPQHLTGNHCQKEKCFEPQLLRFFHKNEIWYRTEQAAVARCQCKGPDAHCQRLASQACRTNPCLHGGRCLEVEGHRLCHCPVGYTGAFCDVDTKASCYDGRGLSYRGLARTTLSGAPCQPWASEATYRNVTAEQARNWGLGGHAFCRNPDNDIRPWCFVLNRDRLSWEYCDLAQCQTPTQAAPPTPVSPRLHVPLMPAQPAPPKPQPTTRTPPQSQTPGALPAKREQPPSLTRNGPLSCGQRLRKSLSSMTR
# Target sequence (P00748 373-615 limits assumed): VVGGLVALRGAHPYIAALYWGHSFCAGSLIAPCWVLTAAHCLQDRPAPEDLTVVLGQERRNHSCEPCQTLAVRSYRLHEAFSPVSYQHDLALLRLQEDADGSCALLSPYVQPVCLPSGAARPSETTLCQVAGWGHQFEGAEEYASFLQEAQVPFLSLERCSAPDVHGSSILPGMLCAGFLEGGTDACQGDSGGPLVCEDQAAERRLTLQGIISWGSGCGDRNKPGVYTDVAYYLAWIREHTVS
# Cl transport mod: KCC2 cotransporter modulators, thallium flux, primary screen, cell-based, HEK293 KCC2, FluoZin-2 fluorescence, MLSMR | Solute carrier family 12 member 5 (Homo sapiens), Q9H2X9 | KCC2 cells, thallium flux FluoZin-2 fluorescence | B-score of Tl+ flux slope (higher = more flux/activation; lower = inhibition) at 10 µM | 190,000 tested, 2.2% active;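 active = thallium flux slope and its plate-corrected score both differing from the plate sample mean at a set confidence after two filtering rounds, in either direction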;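 also: slope of fluorescence scaled to starting intensity during 10 to 20 s after thallium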
# m-calpain inh: inhibitors of pig calpain II, primary screen, biochemical, fluorogenic peptide substrate, 1536-well | purified calpain II, 30 min | inhibition, % at 16 µM | 220,000 tested, 0.37% active;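 active = inhibition above about 50%, limit read from the data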
# * = called active by the depositor; i = inactive; x = not tested or not shown; [ ] = another dose, or the depositor's remark.
# Below each SMILES: Furin inhibitor	Rad51 HR inh	PERK inhibitor	FXIa inh	hK5 inh	Thrombin inh	FXIIa inh 1536	Cl transport mod	m-calpain inh
c1ccc(CNC2=NCCCC2)cc1
 : -16	-4	0.2	-8	1	-7	6	x	-12
CC1(C)OC2OC(COC(=O)c3ccccc3)C3OC(C)(C)OC3C2O1 (centres undefined)
 : -16	x	0.1	8	1	3	12	-0.63	-8
Cc1ccccc1C(=O)c1cccn1CC(=O)NCc1ccc2c(c1)OCO2
 : -20[20 µM]	5	-0.9	2	-13	-2	1	-1	-28
Cc1ccccc1NC(=O)CSc1nc(Nc2ccccc2)nc(N2CCOCC2)n1
 : -5[20 µM]	-7	0.0	0	5	-7	-1	-0.75	13
Cc1cc(C(C)(C)C)cc(S(=O)(=O)Nc2cccc(C(=O)O)c2)c1C
 : -18[20 µM]	-4	1.1	10	0	5	19	x	-32
COc1c(/C=N/NS(=O)(=O)c2ccc(C)cc2)c(CCN(C)C(C)=O)cc2c1OCO2
 : 0	-10	-1.4	22	15	2	12	-0.12	16
O=C(CCN1C(=O)C2C3CCC(C3)C2C1=O)Nc1ccccc1C(F)(F)F (centres undefined)
 : -7	1	0.9	-6	-7	-16	-2	-0.081	-1
Cc1[nH]c(=O)[nH]c(=O)c1CSc1nnc([C@@H](NC(=O)OC(C)(C)C)C(C)C)o1
 : -18	7	0.8	0	-1	-4	6	-0.28	7
CCOC(=O)N1CCN(C(=O)CSc2nnc(-c3cc(OC)ccc3OC)o2)CC1
 : -8	-8	-0.7	0	14	-7	9	0.68	-20
Cc1ccc(-c2cc(-c3ccccc3O)nc(N/N=C/c3cccnc3)n2)cc1
 : -10[20 µM]	11	0.1	-1	-10	-8	6	0.37	-10
CC(C)NC(=O)Nc1ccc(Br)cc1Cl
 : -22	15	0.3	2	x	-2	6	0.0023	-9
COc1ccccc1CC(=O)Nc1ccc(F)cc1F
 : -19	-1	-0.3	-3	-7	12	8	-0.037	16
O=C(CSc1nc2ccccc2n1Cc1ccccc1Cl)N/N=C/c1ccccc1C(=O)O
 : -7	-10	-1.0	28	47*	23	30	0.073	30
C=CCN=C1S/C(=C/c2cccc([N+](=O)[O-])c2)C(=O)N1CC=C
 : -3	1	-1.5	4	3	1	14	0.59	11
COCCCn1c(C)nnc1SCc1ccc(C(C)(C)C)cc1
 : -20	4	1.1	-2	-2	-1	3	-0.33	-5
Cc1ccc(S(=O)(=O)N(C)/C(=N/S(=O)(=O)c2ccccc2)c2ccccc2)cc1
 : -7[20 µM]	9	-1.1	4	-3	-4	4	x	19
Cc1cc(O)c(C=Nc2cccc(Cl)c2)c(=O)o1
 : -18	-7	1.4	3	-9	1	10	0.87	12
Cc1cc(SCC(=O)OCC(=O)N2CCN(C(=O)c3ccco3)CC2)c(C)cc1Br
 : -5[20 µM]	-12	-0.3	4	-5	-4	6	0.36	-163
Cc1ccc2c(c1)nnn2C1CCN(CC(=O)N(c2ccccc2)c2ccccc2)CC1
 : -19	9	1.4	-4	3	-2	5	-2.3	19
CC(C)Oc1ccc(-c2cc(C(=O)NCCN3CCOCC3)c3ccccc3n2)cc1
 : -18[20 µM]	-1	-0.5	-10	-28	-6	-2	0.46	i
O=C(COc1ccccc1[N+](=O)[O-])N1CCC(Cc2ccccc2)CC1
 : -17	-18	-0.4	-2	-1	-14	4	-3.4	12
Cc1cc(C(=O)Nc2ccc3nc(C)sc3c2)c2ccccc2n1
 : -24	6	0.6	3	2	3	13	1	-5
COc1cccc(-c2nc3sc4c(c3c(=O)[nH]2)CCCCC4)c1
 : -34	-5	1.3	4	-14	-4	8	0.35	-171
CCCN1C(=O)SC(CC(=O)Nc2ccc(Br)cc2)C1=O (centres undefined)
 : -25[20 µM]	12	0.9	1	18	-4	24	0.034	19
CCNS(=O)(=O)c1ccc2c3c(cccc13)C(=O)N2
 : -15[20 µM]	6	-0.2	-9	-23	-3	1	-1.1	-498
COc1ccc2[nH]c(C)c(CCN(Cc3cccs3)C(=S)Nc3ccccc3)c2c1
 : -10	-9	-0.5	1	-1	-5	12	0.0043	-35
Cc1[nH]n(-c2ccccc2)c(=O)c1C=NCCc1ccccc1
 : -1	12	-0.1	2	5	-5	11	0.19	31
OCC[C@@H]1C[C@@H](O)[C@H](O)[C@]2(CCCCO2)O1
 : -14	0	0.4	-3	-15	-5	7	0.42	-20
CC1CCc2c(sc(NC(=O)Cn3nc(C(=O)O)c4ccccc4c3=O)c2C#N)C1 (centres undefined)
 : -17	11	0.0	1	-1	-3	4	-0.45	4
COc1ccc(-c2cn[nH]c2-c2ccc(OCc3ccc([N+](=O)[O-])cc3)cc2O)cc1OC
 : -16	-7	-0.4	0	-1	0	10	0.091	11

# 6 compounds drawn at random from the list so far:
# Below each SMILES: Furin inhibitor	Rad51 HR inh	PERK inhibitor	FXIa inh	hK5 inh	Thrombin inh	FXIIa inh 1536	Cl transport mod	m-calpain inh
Cc1ccccc1NC(=O)CSc1nc(Nc2ccccc2)nc(N2CCOCC2)n1
 : -5[20 µM]	-7	0.0	0	5	-7	-1	-0.75	13
COc1ccc(-c2cn[nH]c2-c2ccc(OCc3ccc([N+](=O)[O-])cc3)cc2O)cc1OC
 : -16	-7	-0.4	0	-1	0	10	0.091	11
COc1cccc(-c2nc3sc4c(c3c(=O)[nH]2)CCCCC4)c1
 : -34	-5	1.3	4	-14	-4	8	0.35	-171
Cc1ccccc1C(=O)c1cccn1CC(=O)NCc1ccc2c(c1)OCO2
 : -20[20 µM]	5	-0.9	2	-13	-2	1	-1	-28
Cc1cc(O)c(C=Nc2cccc(Cl)c2)c(=O)o1
 : -18	-7	1.4	3	-9	1	10	0.87	12
O=C(CSc1nc2ccccc2n1Cc1ccccc1Cl)N/N=C/c1ccccc1C(=O)O
 : -7	-10	-1.0	28	47*	23	30	0.073	30

# Continuation:
# Below each SMILES: Furin inhibitor	Rad51 HR inh	PERK inhibitor	FXIa inh	hK5 inh	Thrombin inh	FXIIa inh 1536	Cl transport mod	m-calpain inh
COc1ccc(CCNC(=O)C23CCC(C)(C(=O)C2=O)C3(C)C)cc1OC (centres undefined)
 : -21	-7	-1.0	-6	-21	-2	9	0.1	-9
COc1ccc(S(=O)(=O)N2CCSC2)cc1C
 : -9	-8	0.3	-5	-8	-11	6	0.038	3
CCOc1ccc(C(=O)NCc2ccccc2)cc1Br
 : -18	-1	0.6	-7	-18	-8	-1	-0.019	1
CCOc1ccc(CNC(=O)C2CC(=O)N(C3CCCC3)C2)cc1OC (centres undefined)
 : -18	-6	0.7	8	5	0	23	x	4
CC(Sc1nc(-c2ccccc2)cc(C(F)(F)F)n1)C(=O)N1CCOCC1 (centres undefined)
 : -12[20 µM]	-5	-1.4	10	-3	1	13	-0.83	-15
CCc1ccccc1NC1=CC(=O)CC(C)(C)C1
 : -14	-19	0.9	-3	-3	-10	7	0.3	8
CC(C)C[C@H](NC(=O)Nc1cccc(C(F)(F)F)c1)C(=O)O
 : -25	8	0.4	3	0	-4	14	x	18
Cc1cc(=O)oc2cc(OC(C)C(=O)O)c(Cl)cc12 (centres undefined)
 : -28	3	1.0	0	2	5	11	x	-294
CCN(c1ccccc1)S(=O)(=O)c1ccc(NC(=O)c2ccco2)cc1
 : -10	-2	-0.6	-1	-1	-8	6	-1.5	-3
CC(=O)Nc1ccc(N/C=C/C(=O)c2ccco2)cc1
 : -16[20 µM]	1	0.6	-1	5	-6	2	-1.2	-12
CCOc1ccc(C(=S)N2CCOCC2)cc1
 : 1	-16	0.6	-1	2	-6	1	x	16
CCCC(=O)Nc1ccccc1NC(=O)c1ccc(OC)cc1
 : -8	-2	0.3	-3	-18	0	-2	0.62	12
C/C(=N\NC(=O)c1cc(C(C)C)[nH]n1)c1ccco1
 : -3	5	0.5	4	-8	-3	16	1	20
COc1ccc(-c2noc(C3CCCN(C(=O)c4cccs4)C3)n2)cc1 (centres undefined)
 : -26	0	0.0	1	-12	4	-5	x	20
Cc1ccc(SC[C@H](Cc2ccccc2)N2CCN(CCc3ccccc3)CCC2=O)cc1
 : -14	13	x	0	1	-3	4	1.3	50
Fc1ccc(Nc2nc(-c3ccncc3)nc3ccccc23)cc1
 : -18	13	0.3	8	-4	-4	8	0.023	-14
CCNC(=S)N1CCN(C(=O)c2ccco2)CC1
 : -20[20 µM]	-2	1.0	-2	-24	-1	13	0.13	-7
NC(=O)COc1ccc(/C=N/NS(=O)(=O)c2ccccc2)cc1
 : 3	11	0.2	2	-14	4	5	0.13	-3
Cn1c(=O)c2c(nc(SCC(=O)OCc3ccccc3)n2C)n(C)c1=O
 : -7	-5	0.0	1	1	3	17	1.8	-8
Cc1ccc(C(=O)n2nc(C#N)c(C#N)c2N)cc1
 : -3	-2	-0.8	8	9	39	6	0	12
Cc1[nH]c2ccccc2c1C(=O)CN1CCCCC1CCO (centres undefined)
 : -4	-3	0.6	-1	2	-4	25	x	4
N#CC1=C(N)N(c2ncn[nH]2)C2=C(C(=O)CCC2)C1c1ccc(F)cc1 (centres undefined)
 : -12	-41	0.8	15	-9	-5	15	1	-1
O=C(NC(NC1CCS(=O)(=O)C1)C(Cl)(Cl)Cl)c1cccc(Cl)c1 (centres undefined)
 : -5	-6	-0.2	-5	-6	-5	1	x	-2
COc1ccc(S(=O)(=O)NC(N)=NCCc2ccc(OC)c(OC)c2)cc1C
 : -22	-2	1.2	-3	-30	2	7	-0.44	-7
CC(C)CSc1n[nH]c(N)n1
 : -19	x	0.6	-4	x	-4	1	1.7	-15
Cc1ccc(NC(=O)Cn2nc(C)c([N+](=O)[O-])c2C)cc1Cl
 : -25	1	0.7	-9	-28	-4	-9	-1.1	12
Cc1ccc(C(O)CN2C3=NCCN3c3ccccc32)cc1 (centres undefined)
 : -14	-8	0.3	10	-15	-3	4	0.045	-6
COc1ccc(NC(=S)NCCc2ccc(F)cc2)c(OC)c1
 : -9	x	-0.8	6	-5	-1	11	-0.26	26
COc1ccc(Cl)cc1N/C(N)=N/c1nc(C)cc(=O)[nH]1
 : -13	x	0.2	0	4	1	13	-0.58	-5
Cc1ccc(-c2nn3c(C)nnc3s2)cc1N
 : 2[20 µM]	-4	0.3	10	-12	1	7	-0.15	-15
Cc1c(O)nc2sc3ccccc3n2c1=O
 : -10	10	4.4*	6	3	5	24	-0.41	12
O=C(CN1CCCC1)N/N=C/c1ccc(-c2cccc(Cl)c2)o1
 : -4[20 µM]	-7	-0.6	6	-15	4	13	-0.55	-9
Cc1nc2ccccc2c(=O)n1NC(=O)C1CC1
 : -28	x	0.7	0	x	-3	11	-1.2	-11

# This is a subset; rates above refer to the full screens.
